NALP1 yeast inh: inhibitors of NALP1 inflammasome in yeast. S. cerevisiae NALP1/ASC/caspase-1 growth, X-gal OD620, 72 h. inhibition, % at 10 µM. 280,000 tested, 0.61% active; in the data active = inhibition mostly above about 24%, no sharp cut-off; inactive = mostly below about 32%; note: some compounds called inactive have numbers as strong as hits
MEKK3 PB1 HTS: modulators (inhibitors or enhancers) of MEK5 binding to human MEKK3 PB1 domain; bead-based flow cytometry, Alexa488-MEK5 binding to MEKK3; actives lie on both sides; 0 = blocked by unlabeled MEK5, 100 = vehicle; binding response (% of control), % at 10 µM; 290,000 tested, 1.4% active; AID 1529;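 active = binding response more than 3 SD above or below the average of its plate-row segment, actives on both sides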;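 note: Alexa488 bead fluorescence after subtracting the streptavidin-only scavenger bead signal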
Target sequence (Q99759 whole entry, looked up, the tested form may be a part): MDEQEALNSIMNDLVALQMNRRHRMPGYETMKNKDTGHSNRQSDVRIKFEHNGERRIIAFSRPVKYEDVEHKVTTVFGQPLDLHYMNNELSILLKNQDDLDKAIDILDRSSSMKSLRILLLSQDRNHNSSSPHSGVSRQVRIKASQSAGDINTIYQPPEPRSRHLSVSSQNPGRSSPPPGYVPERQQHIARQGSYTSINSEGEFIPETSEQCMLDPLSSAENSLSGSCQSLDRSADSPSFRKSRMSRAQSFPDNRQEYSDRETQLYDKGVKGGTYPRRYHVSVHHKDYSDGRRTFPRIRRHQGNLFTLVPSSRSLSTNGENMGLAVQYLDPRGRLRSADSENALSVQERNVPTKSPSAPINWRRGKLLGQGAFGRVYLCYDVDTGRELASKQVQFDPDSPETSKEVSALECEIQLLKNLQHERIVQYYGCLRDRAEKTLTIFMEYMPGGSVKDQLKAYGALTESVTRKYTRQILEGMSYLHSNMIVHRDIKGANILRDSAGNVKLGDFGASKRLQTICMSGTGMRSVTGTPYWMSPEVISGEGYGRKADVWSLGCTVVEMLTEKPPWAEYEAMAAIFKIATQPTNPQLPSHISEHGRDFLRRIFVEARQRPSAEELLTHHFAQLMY
OXTR ag: human OXTR agonism; P30559; CHO-OTR cells, Fluo-8 calcium fluorescence; normalized: DMSO 0%, oxytocin 100%; activation, % at 3 µM; 320,000 tested, 0.32% active;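 active = activation above the mean of all tested compounds plus 3 SD, cutoff set per screening run, cut at about 20% in these data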;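 note: peak over basal fluorescence ratio from a 100 s FLIPR kinetic read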
MEKK2 WT-MEK5: raises or lowers MEK5 binding to wildtype human MEKK2 PB1 domain; bead flow cytometry, Alexa488-MEK5 binding to MEKK2 WT; actives lie on both sides; 290,000 tested, 1.1% active; Q9Y2U5; AID 1531; binding response (% of control), % at 10 µM; in the data active = binding response below about 67% or above about 130%
MEKK2 mut-MEK5: signal of MEK5 binding to mutant human MEKK2 PB1 domain; bead flow cytometry, Alexa488-MEK5 binding to MEKK2 mutant; percent response, % at 10 µM; 290,000 tested, 0.35% active; AID 1530; in the data active = percent response above about 24%, passing the limit was not always enough; note: inactives centre near 1; some results filed as inactive read as strong as hits; reference of the scale not given here
GalR3 antag: blocks the human galanin receptor 3. HEK293 GalR3-CNG cAMP membrane potential fluorescence; galR3 body fused to GalR1 C-terminus. inhibition, % at 3 µM. 360,000 tested, 0.44% active. AID 651719;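 active = inhibition above the screen-wide average plus 3 SD, cut at about 13% in these data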;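 note: forskolin and galanin both at EC90 stimulate the cells; cAMP rise reported by CNG channel membrane potential dye signal; 0% = forskolin plus galanin with DMSO and 100% = forskolin alone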
Target sequence (O60755 1-299 limits assumed): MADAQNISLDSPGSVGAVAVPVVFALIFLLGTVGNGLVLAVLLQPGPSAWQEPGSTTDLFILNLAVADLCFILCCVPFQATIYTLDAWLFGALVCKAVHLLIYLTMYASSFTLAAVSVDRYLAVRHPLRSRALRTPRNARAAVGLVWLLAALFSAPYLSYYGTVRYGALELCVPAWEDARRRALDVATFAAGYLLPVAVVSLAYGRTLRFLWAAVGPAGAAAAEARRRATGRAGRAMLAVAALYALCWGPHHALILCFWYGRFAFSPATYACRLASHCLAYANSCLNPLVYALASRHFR
V1R ag counter: activates human V1a receptor in oxytocin agonist counter-screen | P37288 | CHO-V1R cells, Fluo-8 calcium fluorescence, agonist mode; 0% DMSO, 100% 3 nM vasopressin | activation, % at 3 µM | 320,000 tested, 0.25% active;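 active = activation above the mean activation of all tested compounds plus 3 SD, per screening run, cut at about 20% in these data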;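 note: signal is peak over basal fluorescence ratio across a 100 second FLIPR read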
PHOSPHO1 inh: inhibitors of human PHOSPHO1 phosphatase. recombinant PHOSPHO1, absorbance phosphatase assay. inhibition, % at 13.3 µM. 290,000 tested, 1.1% active. AID 1565; in the data active = inhibition above about 60%
GPR7 antag: human neuropeptides B/W receptor 1 antagonism | P48145 | 290,000 tested, 1.1% active | inhibition, % at 4.4 µM | GPR7-expressing cells, fluorescence antagonist assay; in the data active = inhibition above about 16%, passing the limit was not always enough;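 note: cells stimulated with the agonist NPW; 0% = agonist with vehicle and 100% = vehicle without agonist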
Numbers without * were called inactive; . = not tested or not shown; & = joins results of further samples; [ ] = dose if it differs, or a comment.

SMILES	NALP1 yeast inh	MEKK3 PB1 HTS	OXTR ag	MEKK2 WT-MEK5	MEKK2 mut-MEK5	GalR3 antag	V1R ag counter	PHOSPHO1 inh	GPR7 antag
COc1ccc(N2CC(C)Cn3c2nc2c3c(=O)n(Cc3ccc(F)cc3)c(=O)n2C)c(OC)c1 (configuration not stated)	12	110	-1.0	106	3	-2	-1.2	18	-7
Cc1ccc2oc(C(=O)N(Cc3nccn3C)C(C)C)c(C)c2c1	5	103	0.2	108	3	-1	15	16	-16
O=C1Nc2ccc([N+](=O)[O-])cc2OC1CCN1CCN(Cc2ccccc2)CC1 (configuration not stated)	8	99	2.0	99	-1	-1	-0.1	2	-16
O=C1CC(N2CCSCC2)C(=O)N1c1cccc(Br)c1 (configuration not stated)	-20	101	0.3	101	9	-8	0.1	12	-10
CC(=O)N(C)c1ccc(C(O)(C(F)(F)F)C(F)(F)F)cc1	1	102	1.7	104	2	-5	1.8	-5	3
c1cncc(-c2nc(NCC3CCCO3)c3ccccc3n2)c1 (configuration not stated)	19	100	0.2	101	-2	.	1.7	39	5
O=C(Cn1cncn1)c1ccc(F)cc1F	28	104	-0.2	102	-1	2	1.0	-19	-2
COc1c(C)oc2cc(O)ccc2c1=O	26	95	0.5	94	-1	0	1.2	18	-6
S=C(NCc1ccncc1)Nc1cc(Cl)cc(Cl)c1	5	100	9.8	108	5	1	12	-6	5
N=C1/C(=C/c2ccc(OC(=O)c3ccco3)cc2)C(=O)N=C2SC=CN12	-4	102	-0.3	99	4	-6	-0.2	47	5
Cc1ccc(-c2nnc(-n3nnc4ccccc43)c3ccccc23)cc1	29	108	-0.9	111	1	-4	-0.8	23	-13
CC(=O)c1ccc(OCCCC(=O)Nc2ccc(C)c(S(=O)(=O)N(C)C)c2)cc1	12	95	2.2	96	-1	-9	2.7	-15	-8
O=C(CSc1nnc(Cc2cccs2)n1-c1ccccc1)NCc1ccc2c(c1)OCO2	33	101	-1.9	99	3	-1	0.0	14	8
COc1cccc(-c2cc(C(=O)N3CCN(C(=O)c4ccco4)CC3)[nH]n2)c1	7	99	-0.2	103	0	2	1.1	33	3
O=C(O)c1cc(-c2cccs2)nc2ccc(F)cc12	16	99	0.5	100	2	-4	0.5	36	2
N#Cc1ccccc1OCCCNC1CCCC1	-2	99	0.2	96	1	-7	1.3	30	-3
Cn1c(SCC(=O)NCc2ccc3c(c2)OCO3)nc2scc(-c3cccs3)c2c1=O	3	94	3.5	89	-9	3	5.3	-5	3
COc1cccc(OC)c1OCCCN1CCOCC1	3	104	0.9	102	5	-2	0.6	32	-4
CC(=O)C1=C(C)Nc2ncnn2C1c1ccccc1F (configuration not stated)	0	103	-0.7	103	6	-10	0.4	40	-10
COc1ccc(CCNC(=O)C(=O)NCC2OCCN2S(=O)(=O)c2ccc(Br)cc2)cc1OC (configuration not stated)	23	101	11	100	-2	-5	8.6	-2	-4
O=C(CSc1nc2nc(-c3cccs3)cc(C(F)(F)F)c2c(=O)[nH]1)Nc1ccc(F)c(F)c1	9	110	-0.7	96	-2	-3	1.7	35	-8
CC(C)c1nc2ccc(NC(=O)C3CCCCC3)cc2[nH]1	-46	111	0.9	102	11	0	0.5	21	2
COc1ccc(C(=O)N(CN2CCCC2=O)c2nccs2)cc1OC	-12	101	-1.4	96	-1	-1	-0.4	18	-15
Nc1nc(SCC(=O)Nc2cccnc2Cl)n[nH]1	-2	98	-0.6	98	-3	1	0.0	15	-7
Cc1c(-c2ccccn2)c(=O)[nH]n1-c1ccc(F)cc1	-7	92	-0.8	89	-7	-5	0.1	11	1
COC(=O)Cc1cc(=O)[nH]c(Nc2nc3ccccc3o2)n1	.	93	-0.2	97	-4	-3	1.1	3	19
O=C(O)COc1ccccc1C(Nc1cccnc1)c1cc(Cl)c2cccnc2c1O (configuration not stated)	17	97	.	83	-8	.	.	84*	-15
Cc1cc(NC(=O)CN2CCC(O)(c3cccc(F)c3)CC2)no1	24	99	-0.1	102	5	-1	1.2	0	0
CCOc1ccc(/C=C/C(=O)Oc2ccc(OC)cc2)cc1	12	99	-1.4	98	4	-9	-0.2	32	-8
CC1CC(C)CN(C(=O)Cn2nnc(-c3ccc(Br)cc3)n2)C1 (configuration not stated)	15	96	-1.1	96	2	-7	0.8	19	12
O=C(NC(=O)c1ccc(Cl)cc1)Nc1cc(N2CCCCC2)ncn1	.	.	1.1	.	.	-4	0.6	.	-6
O=C(Nc1ccc(N2CCCC2)c(Cl)c1)c1ccc([N+](=O)[O-])cc1	23	107	-1.3	93	-2	-3	3.2	11	1
Cc1cccc(NC(=O)Cn2c(/C=C/c3ccccc3)nc3ccccc32)c1	37	95	-0.3	113	13	-5	0.9	6	2
CCOC(=O)C1CCN(Cc2cc(=O)n3c(-c4ccccc4)csc3n2)CC1	18	81	-1.0	72	-15	-6	0.3	2	0
O=C(CC1COc2ccccc2O1)NC1CCCCC1 (configuration not stated)	0	104	-1.8	107	13	-5	-0.9	9	-12
CCOc1ccccc1C(=O)NCC(=O)OCc1c(C)noc1C	22	103	1.6	104	0	0	0.6	-16	-8

Reprinted from the part before: four entries, followed by the next part.
SMILES	NALP1 yeast inh	MEKK3 PB1 HTS	OXTR ag	MEKK2 WT-MEK5	MEKK2 mut-MEK5	GalR3 antag	V1R ag counter	PHOSPHO1 inh	GPR7 antag
Cc1cccc(NC(=O)Cn2c(/C=C/c3ccccc3)nc3ccccc32)c1	37	95	-0.3	113	13	-5	0.9	6	2
CCOC(=O)C1CCN(Cc2cc(=O)n3c(-c4ccccc4)csc3n2)CC1	18	81	-1.0	72	-15	-6	0.3	2	0
O=C(CC1COc2ccccc2O1)NC1CCCCC1 (configuration not stated)	0	104	-1.8	107	13	-5	-0.9	9	-12
CCOc1ccccc1C(=O)NCC(=O)OCc1c(C)noc1C	22	103	1.6	104	0	0	0.6	-16	-8
CCCCCC(=O)Nc1cccc(C2=NOC3(C2)C[C@H](C(N)=O)N(C(=O)COc2ccc(Cl)cc2)C3)c1 (some centres not stated)	24	3.0*[inhibitor]	-1.2	6.0*[inhibitor]	-1	-3	-0.1	35	.
CC1CN(c2ncnc3c2c(-c2ccccc2)cn3-c2ccc(F)cc2)CC(C)O1 (configuration not stated)	27	98	-0.6	95	-6	-7	6.3	7	-30
CC(C)(C)n1cnc2cc(NS(=O)(=O)c3ccc(Br)cc3)ccc21	2	94	14	98	-6	-6	13	9	0
O=c1nc2cccc3c2=c(/c1=C(\O)c1ccccc1)c1ccccc1c3=O	-3	81	-0.1	66	-16	-7	-0.4	49	-1
CC(=O)Nc1ccc(S(=O)(=O)N2CCSC2C(=O)O)cc1 (configuration not stated)	2	.	0.2	.	.	-3	0.7	23	-9
NC(=O)Nc1ccc(F)cc1	-13	91	-0.4	94	4	-5	0.1	2	-1
Cc1ccc2[nH]c(C(=O)N3CCN(C(c4ccccc4)c4ccccc4)CC3)cc2c1	21	105	0.8	101	0	-10	-0.7	32	-13
COc1ccc(-c2cc3ccc(O)cc3oc2=O)cc1	27	105	-0.3	108	11	-6	0.6	-1	14
CCN(CC)c1ccc(/C=C2\CCC(/C=C(\C#N)C(=O)Nc3ccccc3F)=C2N2CCOCC2)cc1	22	.	.	.	.	-4	.	-9	2
O=C(Nc1nc2ccccc2n1CCN1CCCCC1)c1ccco1	0	100	-0.7	100	-1	-3	0.3	-4	-6
COCCCNC(=O)/C(C#N)=c1\s/c(=C\c2ccccc2OC(F)F)c(=O)n1CCCOC	13	107	-0.2	104	20	9	0.5	4	-1
O=C(CSc1nnc(CNC(=O)c2ccc(F)cc2)o1)Nc1ccc2c(c1)OCO2	12	97	-0.7	101	6	1	-0.7	-23	-1
CCC(C)c1ccc(OCC(=O)NNC(=O)C2CCCCC2)cc1 (configuration not stated)	19	98	2.9	100	0	-5	6.3	28	-14
COc1ccc(F)cc1S(=O)(=O)Nc1cccc(C(=O)O)c1	34	92	-0.5	92	-4	-3	0.5	-11	0
CCN1C(=O)C(CC(=O)Nc2ccc(OC)cc2)N(Cc2ccc3c(c2)OCO3)C1=S (configuration not stated)	22	100	0.6	101	-2	-8	0.9	15	7
CC1Cc2ccccc2N1C(=O)CSc1nnc(-c2ccc(S(=O)(=O)N3CCOCC3)cc2)n1C (configuration not stated)	0	102	-2.4	93	-1	4	0.9	-15	-13
Cc1ccn2c(c1)nc(=O)c1cc(S(=O)(=O)N3CCOCC3)ccc12	14	98	0.1	100	-1	1	0.2	27	-1
COc1ccccc1NC(=O)c1ccc(CS(=O)(=O)c2ccc(C)cc2)cc1	-21	98	-1.2	101	-3	-6	0.4	-1	-12
NC(=O)CC(NC(=O)c1ccccc1)c1ccc(NC2CCC2)c([N+](=O)[O-])c1 (configuration not stated)	.	105	0.2	105	4	-7	1.1	34	.
O=C(CC1CS(=O)(=O)CC1CC(=O)Oc1ccccc1F)Oc1ccccc1F (configuration not stated)	28	116	2.3	108	2	-1	2.1	-11	-2
COc1ccc2c3c1O[C@H]1C[C@@H](O)C=C[C@@]31CCN(C)C2	3	109&103	1.2	115&103	4&4	.	1.7	8	-6
Cc1cc(OCC(=O)N2CCC(C(N)=O)CC2)c2c(C)c(C)c(=O)oc2c1	-10	100	1.0	99	-1	.	1.1	29	-3
CC1=NN(C(=O)c2ccccc2Cl)C(O)(c2cccnc2)C1 (configuration not stated)	-4	88	-0.2	94	-1	-6	1.7	6	5
Cc1nn(-c2ccccc2)c(Cl)c1/C=N/NC(=O)C1COc2ccccc2O1 (configuration not stated)	27	124	.	106	0	.	.	-2	8
CC1=C(C(=O)OC2CCCC2)C(c2coc3ccccc3c2=O)C2=C(CCCC2=O)N1 (configuration not stated)	5	133*	-1.3	117	0	-6	-0.6	-10	-17
CC(=O)c1cc2c(cc1NC(=O)c1ccccc1C)OCO2	8	100	0.4	100	-3	.	0.8	35	2
O=C(NC(=S)NNC(=O)c1cnccn1)c1ccc(Cl)cc1	.	2.0*[inhibitor]	-0.4	-10*[inhibitor]	-25	1	1.3	-59	2
O=S(=O)(NCC(c1cccnc1)N1CCN(c2ccccc2)CC1)c1cc(F)ccc1F (configuration not stated)	38	105	1.8	110	10	-5	-0.4	18	-2
O=C(NCCc1ccccc1)C(=O)NCC1OCCN1S(=O)(=O)c1cc(F)ccc1F (configuration not stated)	8	99	3.5	98	-2	.	4.3	31	2
CO[C@@H]1O[C@@H]2COC(c3ccccc3)O[C@@H]2[C@@H](OC)[C@@H]1O (some centres not stated)	2	97	-0.7	99	4	-5	-0.1	4	-9
C=CCNC(=O)C1CCN(c2nc(C)cc(-c3ccccc3)n2)CC1	12	93	-1.6	100	2	.	-1.4	12	-14
Cc1ccc(-c2nnc(SCC(=O)N/N=C/c3ccc(C)s3)n2-c2ccc(C)cc2)cc1	27	109	-2.5	110	16	-2	-0.8	-5	-4
CSc1ccccc1C(=O)Nc1cccc(C(C)=O)c1	-4	84	-0.7	90	-12	-4	2.5	14	-4
O=C(OCC(=O)N1CCCc2ccccc21)c1cc(Cl)ccc1O	25	99	-1.0	103	4	-1	1.3	4	-10
COc1cccc(CN2CCNC(=O)C2CC(=O)NCCOc2cccnc2)c1OC (configuration not stated)	9	94	0.1	87	-7	0	0.2	30	-5
Cc1cccc(C)c1NC(=O)N1CCCCCCC1	8	97	-0.8	99	-1	3	0.1	-8	7
COCCOc1ccc(C(F)(F)F)cc1NC(=O)c1ccc(C(F)(F)F)cc1	20	93	0.0	105	5	-5	0.2	4	5

Screening data deposited in PubChem by several laboratories.
